# COUP-TFII inh – NR2F2 transcriptional activity inhibitors, primary screen, cell-based, luciferase reporter, HEK293T, luminescence; HEK293T NGFI-A luciferase reporter; inhibition, % at 8.6 µM; 370,000 compounds, 0.7% hits;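 active = inhibition above a per-plate cutoff, mean inhibition of test wells between control levels plus 3 SD, cut at about 38% in these data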;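 note: cells cotransfected with COUP-TFII expression vector driving the NGFI-A reporter; 0% = median of COUP-TF2 test wells and 100% = reporter-only cells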
# NOD2 RIPK2 PPI – NOD2-RIPK2 binding disruptors in cells, primary screen, fluorescence, CHO cells, BLA complementation; CCF4 ratio; inhibition, % at 4.98 µM; 360,000 compounds, 0.38% hits; in the data active = inhibition above about 21%;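 note: 0% = vehicle only and 100% = reference blocker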
# SRC2 inh – inhibition of GAL4-SRC2 driven luciferase reporter, primary screen, SRC2 inhibitor project, cell-based, luminescence. inhibition, % at 9 µM. AID 651957, 2012. HEK293 GAL4-SRC2 luciferase reporter. 370,000 compounds, 0.17% hits;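 active = inhibition above the mean inhibition of all tested compounds plus 3 SD, set per campaign, cut at about 52% in these data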;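 note: 0% = DMSO treated cells and 100% = cells given Gossypol at 36 µM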
# TWEAK-Fn14 inh – inhibitors of TWEAK-Fn14 signaling, primary screen, luciferase reporter cells, uHTS; TWEAK-stimulated Fn14 reporter cells, luciferase luminescence, 8 h; inhibition, % at 10 µM; 360,000 compounds, 2% hits; in the data active = inhibition above about 50%
# C8 TRAIL sens – viability loss with TRAIL in NB7+C8 cells, primary screen, TRAIL sensitizer project, cell-based, ATPlite luminescence; inhibition (viability loss, TRAIL sensitization), % at 10 µM; 360,000 compounds, 1% hits; AID 624354, 2012;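 active = compounds causing at least 50% loss of cell viability in the single-dose screen, relative to plate controls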
# TROY NFkB inh – inhibitors of TROY-driven NF-kB signaling, primary screen, Q293 LMP1-TROYcd cells, NF-kB luciferase, uHTS | Q293 LMP1-TROYcd NF-kB luciferase reporter, 4 h | inhibition, % at 10 µM | 360,000 compounds, 0.98% hits | AID 1347056, 2019;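 active = compounds whose plate-normalised and pattern-corrected inhibition of the luciferase reporter signal at the single screening dose is 50% or more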
# NR5A2 inv ag – LRH-1 (NR5A2) inverse agonists, primary screen, cell-based, luminescence, HEK293T, StAR-luciferase reporter | inhibition, % at 3.6 µM | AID 602396, 2012 | LRH-1 transfected, 24 h | 360,000 compounds, 0.13% hits;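 active = inhibition above the mean inhibition of all tested compounds plus 3 SD, cut at about 73% in these data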;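 note: 0% = DMSO wells and 100% = reporter-only cells lacking LRH-1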
# EBV LMP1 NFkB – EBV LMP1-driven NF-kappaB luciferase reporter inhibitors, primary screen, cell-based, luminescence, single point. inhibition, % at 12.5 µM. LMP1-induced NF-kappaB luciferase reporter cells. 350,000 compounds, 0.69% hits; in the data active = inhibition above about 41%;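 note: 0% = neutral control wells and 100% = reference inhibitor control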
# SRC3 inh – SRC3 coactivator transcriptional activity inhibitors, primary screen, cell-based, luminescence | Nuclear receptor coactivator 3 (Homo sapiens), Q9Y6Q9 | HEK293 GAL4-SRC3 luciferase reporter | inhibition, % at 3.6 µM | 360,000 compounds, 0.17% hits | AID 588352, 2011;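 active = inhibition above a per-campaign cutoff, the mean of all compounds plus 3 SD, cut at about 60% in these data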;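 note: 0% = DMSO-treated cells and 100% = gossypol-treated cells at 36 µM; higher means less SRC3-driven luciferase light from the GAL4 reporter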
# NCOA1 inh – SRC1 coactivator transcriptional activity inhibitors, primary screen, cell-based, luminescence; HEK293 GAL4-SRC1 luciferase reporter; inhibition, % at 3.6 µM; AID 588354, 2011; 360,000 compounds, 0.12% hits; Nuclear receptor coactivator 1 (Homo sapiens), Q15788;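 active = inhibition above the campaign mean plus 3 SD, with each screening campaign given its own cutoff, cut at about 60% in these data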;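 note: 0% = DMSO treated cells and 100% = gossypol at 36 µM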
# TLR9-MyD88 block – inhibitors of TLR9-MyD88 association in cells, primary screen, cell-based, CHO, BLA complementation, fluorescence; CCF4 FRET ratio; 340,000 compounds, 0.21% hits; Toll-like receptor 9 (Homo sapiens) + Myeloid differentiation primary response protein …; AID 504734, 2011; inhibition, % at 4.98 µM;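 active = inhibition above the mean over all tested compounds plus 3 SD, cut at about 21% in these data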;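 note: 0% = DMSO only wells and 100% = clavulanate BLA inhibitor control wells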
# Target sequence (Q99836 whole entry, looked up): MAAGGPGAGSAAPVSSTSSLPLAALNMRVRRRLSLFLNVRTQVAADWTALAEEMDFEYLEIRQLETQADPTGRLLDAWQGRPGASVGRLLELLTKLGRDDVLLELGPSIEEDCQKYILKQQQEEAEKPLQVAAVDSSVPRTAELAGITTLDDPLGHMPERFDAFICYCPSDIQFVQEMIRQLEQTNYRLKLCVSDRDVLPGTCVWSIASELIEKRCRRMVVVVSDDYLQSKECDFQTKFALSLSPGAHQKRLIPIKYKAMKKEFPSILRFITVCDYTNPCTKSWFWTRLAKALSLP
# Target sequence (Q9NR96 whole entry, looked up): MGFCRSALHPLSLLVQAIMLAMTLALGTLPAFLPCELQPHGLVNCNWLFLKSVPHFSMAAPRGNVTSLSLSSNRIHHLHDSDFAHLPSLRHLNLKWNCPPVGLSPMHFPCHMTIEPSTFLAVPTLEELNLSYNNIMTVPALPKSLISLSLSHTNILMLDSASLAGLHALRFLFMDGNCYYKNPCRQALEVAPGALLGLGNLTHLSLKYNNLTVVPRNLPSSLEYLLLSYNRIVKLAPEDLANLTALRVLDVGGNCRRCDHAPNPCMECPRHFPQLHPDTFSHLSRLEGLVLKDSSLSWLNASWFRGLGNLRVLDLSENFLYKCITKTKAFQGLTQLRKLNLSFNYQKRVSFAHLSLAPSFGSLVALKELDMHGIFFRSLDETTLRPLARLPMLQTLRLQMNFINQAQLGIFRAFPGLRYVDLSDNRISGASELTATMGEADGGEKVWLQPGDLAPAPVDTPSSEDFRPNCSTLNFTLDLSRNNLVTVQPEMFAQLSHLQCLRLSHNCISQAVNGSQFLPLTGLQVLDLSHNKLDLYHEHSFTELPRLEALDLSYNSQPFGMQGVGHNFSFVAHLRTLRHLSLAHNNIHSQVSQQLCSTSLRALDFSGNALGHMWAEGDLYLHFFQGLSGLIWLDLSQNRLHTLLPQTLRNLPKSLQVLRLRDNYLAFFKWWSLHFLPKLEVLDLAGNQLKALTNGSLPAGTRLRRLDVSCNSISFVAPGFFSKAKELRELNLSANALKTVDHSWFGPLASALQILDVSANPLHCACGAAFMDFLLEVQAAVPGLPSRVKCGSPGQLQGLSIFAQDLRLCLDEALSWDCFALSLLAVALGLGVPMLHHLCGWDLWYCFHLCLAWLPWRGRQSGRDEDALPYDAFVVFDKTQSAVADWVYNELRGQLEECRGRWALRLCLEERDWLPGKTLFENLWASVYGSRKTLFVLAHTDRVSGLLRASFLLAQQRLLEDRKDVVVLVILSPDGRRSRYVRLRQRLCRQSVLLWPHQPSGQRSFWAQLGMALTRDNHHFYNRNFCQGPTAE
# * marks the source's active call; other numbers are inactive results; nt = not tested or not shown. These rows are one share of the data. The share of hits here may be higher or lower than overall.
canonical_smiles	NR5A2 inv ag	SRC2 inh	TWEAK-Fn14 inh	SRC3 inh	C8 TRAIL sens	TLR9-MyD88 block	TROY NFkB inh	EBV LMP1 NFkB	NOD2 RIPK2 PPI	COUP-TFII inh	NCOA1 inh
O=C(CSc1nc(C(F)(F)F)cc(=O)[nH]1)NCC1CCCO1 (stereo not drawn)	-8	-5	6	-8	5	-7	3	-3	-1	-5	-4
CCC(C(=O)NC1CCCCC1)n1nc(C)c2c(C)n(-c3ccccc3)nc2c1=O (stereo not drawn)	2	2	-7	10	-14	2	2	8	1	-4	-12
COc1ccc(CN(CC2CCC(C(=O)O)CC2)C(=S)Nc2ccc(C)c(Cl)c2)cc1 (stereo not drawn)	14	17	-14	-3	10	9	-18	6	2	8	5
CN(C)/C=N/c1c(C#N)nnn1Cc1ccccc1	-24	-38	-20	-3	0	8	-28	1	-3	17	-26
O=C(Nc1ccc2oc(-c3ccccc3)nc2c1)c1ccco1	-147	-42	-9	-72	32	-2	-64	-19	2	-40	-120
NS(=O)(=O)c1cccc2c1c([N+](=O)[O-])cc1nc(O)c(O)nc12	-4	8	4	-36	-1	0	-19	-2	-7	7	-18
COc1nccnc1NS(=O)(=O)c1ccc(NS(=O)(=O)c2ccc(NC(C)=O)cc2)cc1	-14	7	-9	3	0	1	11	-3	-3	4	-3
COc1ccccc1CNC(=O)c1ccc(-c2ccccc2)cc1	-7	-28	-27	1	-2	3	-23	2	1	-4	-53
COc1ccc(C(=O)N/N=C/c2ccc(OC)c(COc3ccc(F)cc3)c2)cc1	2	2	36	-9	-7	-7	11	-2	-7	17	-2
CCCSC1=C(C#N)C(c2ccccc2C)CC(=O)N1 (stereo not drawn)	nt	11	-2	nt	-6	9	11	-4	nt	17	nt
CCN(C(=O)COC(=O)c1ccc(Cl)c(N)c1)C1CCS(=O)(=O)C1 (stereo not drawn)	-8	8	-2	-4	-6	-7	13	1	3	-12	-1
Cc1cc(=O)oc2ccc(OCC(=O)NCc3ccco3)cc12	5	20	8	-16	-9	-2	10	3	-6	-9	-22
Cc1ccc(CC2C(=O)N(c3ccccc3)C(=O)C2C)cc1 (stereo not drawn)	-9	-5	2	-4	8	-2	4	-1	2	-17	-15
CC(C)[C@H](NC(=O)OC(C)(C)C)C(=O)NCC1CCC(C(=O)N[C@@H](Cc2ccccc2)C(=O)O)CC1 (stereo partly drawn)	19	-5	9	1	-7	2	5	-4	3	7	-1
Cc1nn(-c2ccc(Cl)nn2)c(=O)c2ccccc12	-51	-48	-14	-26	15	-1	-34	-13	1	-30	-26
Cc1cc(N2CCC(C(=O)NCC3CC3)CC2)nc(-c2ccccc2)n1	1	9	78*	15	9	4	6	4	6	-9	4
COc1cccc(OCCOc2ccccc2OC(C)C)c1	-11	0	3	-6	-5	-2	-3	-5	-3	7	-8
O=C(O)CCCC[C@@H]1SC[C@@H]2NC(=O)N[C@@H]21	-3	10	-14	14	-4	-31	-9	4	-8	13	2
Cc1nc(C(=O)NNC(=O)Nc2ccc(Cl)cc2)cs1	0	0	-7	12	4	8	4	-2	-6	-4	2
COc1ccc(NC(=O)C2CCCN2C(=O)Nc2ccccc2)cc1OC (stereo not drawn)	-23	-9	-3	7	-8	-3	-6	12	-7	9	-3
Cc1ccc(C2CC2c2n[nH]c(=S)n2-c2ccc(Cl)cc2)cc1 (stereo not drawn)	10	-8	-10	8	72*	-14	-15	-3	-9	7	7
COC(=O)NC1CCC(CC2CCC(NC(=O)OC)CC2)CC1 (stereo not drawn)	-7	2	-6	3	2	7	9	-4	-1	9	-11
Cc1ccc(-c2nnc(Nc3ccc(C(=O)N(C)C)cc3)c3ccccc23)cc1S(N)(=O)=O	17	11	-12	14	-2	-6	0	-6	-23	-17	-2
Cc1ccc(S(=O)(=O)Nc2nc(CN3CCOCC3)nc3sc(C)c(C)c23)cc1	-5	15	-20	7	-7	-14	-6	1	0	-16	-8
CN(Cc1cccc(Cl)c1Cl)CC(O)COc1ccccc1 (stereo not drawn)	3	-24	-3	13	-4	-6	-15	5	0	-1	1
CC1CCCCC12NC(=O)N(CC(=O)Nc1ccccc1-c1ccccc1)C2=O (stereo not drawn)	0	7	-20	20	-4	0	-9	-21	9	-8	2
Cc1cc(SCC(=O)c2cccs2)nc2c(C)cccc12	10	-17	7	-34	-2	8	-48	-10	-19	-8	-6
C=CCn1c(CCC(O)COCCC)n[nH]c1=S (stereo not drawn)	1	0	9	-1	-7	12	24	-4	5	-10	-17
Cc1cc(OCC(=O)OC(C)C(=O)NC2CC2)c(C(C)C)cc1Cl (stereo not drawn)	-13	11	12	-7	-5	-3	-8	9	4	16	-4
CCSC1=C(C#N)C(c2ccc(F)cc2)CC(=O)N1 (stereo not drawn)	20	4	11	-75	-8	4	-2	-1	8	-9	6
CCC1C(=O)n2nc(-c3ccccc3)cc2N=C1C (stereo not drawn)	-98	-25	-18	-66	15	1	-57	-18	-10	-29	-96
COc1cc(/C=C(\C#N)C(=O)Nc2ccccc2C(=O)O)cc(Cl)c1OC	9	15	-18	11	-1	-6	28	0	-11	-9	-30
COc1ccccc1NC(=O)COC(=O)c1ccc2c(c1)nc(C)n2-c1ccccc1	-6	-37	-21	-7	2	0	-3	10	2	-13	-10
COCCNc1nc(Nc2ccccc2Cl)c2sc(-c3ccccc3)cc2n1	1	17	-18	0	-7	nt	-36	nt	-3	11	2
O=C(O)c1cc2c(cc1Br)OCCCO2	4	-20	3	16	-2	0	2	1	-8	8	-32
CSCc1nnc(NC(=O)c2ccc(S(=O)(=O)N(C)C)cc2)o1	-8	21	1	8	-2	0	-10	4	-1	5	-4
c1ccc2c(c1)oc1c(NCc3ccc4c(c3)OCO4)ncnc12	-11	nt	41	-16	18	-2	21	13	-1	nt	-3
CCC(C)(C(=O)Nc1c(C)cccc1C)N(C)C(=O)c1ccc2ccccc2n1 (stereo not drawn)	9	11	-7	-15	27	-5	0	-4	-6	1	11
OC1C2COC(O2)C2OC(c3ccccc3)OC12 (stereo not drawn)	-6	-22	3	12	6	nt	10	nt	-9	2	-34
CC(C)c1nn2c(=O)cc(CSc3ccccc3NC(=O)c3ccccc3F)nc2s1	19	7	7	-5	-15	10	-8	1	2	-12	7
CCc1nc2c(OCc3ccccc3C)cccn2c1N(C)C(=O)c1ccc(C)cc1	16	1	12	1	-2	nt	19	nt	6	11	14
O=C1C=C(OCc2ccccc2)CN1	4	-2	1	3	-1	5	3	-9	-5	4	0
COc1ccc(CCNC(=O)c2cc3ccccn3n2)c(OC)c1OC	-3	-10	-23	10	7	5	-6	-5	-4	-6	-4
CC1CCCCN1C(=O)CN1C(=O)c2ccccc2S1(=O)=O (stereo not drawn)	-13	-2	-15	-28	-6	-18	-36	-15	-3	9	-14
Cc1cc(C)c2nc3nc(C)cc(C)c3c(N)c2c1	18	-131	-14	58	22	-9	-24	-33	-7	-18	23
Cc1ccc(OCCCC(=O)NC(C)c2ccccc2)cc1 (stereo not drawn)	5	-11	12	18	1	1	-4	0	-3	6	-5
COc1ccc(C(C(=O)NC(C)(C)C)N(C(=O)CCC(=O)Nc2cc(C)on2)c2ccc(C)c(C)c2)cc1 (stereo not drawn)	-7	5	48	1	8	-3	-42	11	-16	14	-1
O=C(NCCCn1ccnc1)/C(=C\c1ccc(Br)cc1)NC(=O)c1ccccc1	-9	-2	-13	2	3	-2	-4	-7	6	-12	4
CC1(C(=O)N/N=C/c2ccc([N+](=O)[O-])o2)CC1(Br)Br (stereo not drawn)	8	11	-16	-1	26	-15	9	-15	-13	-4	14
CC(C)CC1c2[nH]c3ccccc3c2CCN1C(=O)CCC(=O)N(C)C (stereo not drawn)	3	-27	-20	-4	-3	5	-8	-6	-1	-2	9
O=C(Oc1csc(=S)n1C(=O)c1ccccc1)c1ccccc1	-13	nt	22	17	-10	6	-8	3	-2	nt	1
COc1ccc(CNC(=O)c2c[nH]c3ccccc3c2=O)cc1	1	-8	0	10	-1	4	5	-10	3	13	0
O=C1CCCC/C1=C\Nc1ccc(Cl)cn1	-22	-40	-7	-41	-11	2	-13	-27	4	1	-44

# Laid out differently: results already given
# Results follow in this order: NR5A2 inv ag	SRC2 inh	TWEAK-Fn14 inh	SRC3 inh	C8 TRAIL sens	TLR9-MyD88 block	TROY NFkB inh	EBV LMP1 NFkB	NOD2 RIPK2 PPI	COUP-TFII inh	NCOA1 inh
Cc1cc(C)c2nc3nc(C)cc(C)c3c(N)c2c1
    18	-131	-14	58	22	-9	-24	-33	-7	-18	23
Cc1ccc(OCCCC(=O)NC(C)c2ccccc2)cc1 (stereo not drawn)
    5	-11	12	18	1	1	-4	0	-3	6	-5
COc1ccc(C(C(=O)NC(C)(C)C)N(C(=O)CCC(=O)Nc2cc(C)on2)c2ccc(C)c(C)c2)cc1 (stereo not drawn)
    -7	5	48	1	8	-3	-42	11	-16	14	-1
O=C(NCCCn1ccnc1)/C(=C\c1ccc(Br)cc1)NC(=O)c1ccccc1
    -9	-2	-13	2	3	-2	-4	-7	6	-12	4
CC1(C(=O)N/N=C/c2ccc([N+](=O)[O-])o2)CC1(Br)Br (stereo not drawn)
    8	11	-16	-1	26	-15	9	-15	-13	-4	14
CC(C)CC1c2[nH]c3ccccc3c2CCN1C(=O)CCC(=O)N(C)C (stereo not drawn)
    3	-27	-20	-4	-3	5	-8	-6	-1	-2	9
O=C(Oc1csc(=S)n1C(=O)c1ccccc1)c1ccccc1
    -13	nt	22	17	-10	6	-8	3	-2	nt	1
COc1ccc(CNC(=O)c2c[nH]c3ccccc3c2=O)cc1
    1	-8	0	10	-1	4	5	-10	3	13	0
O=C1CCCC/C1=C\Nc1ccc(Cl)cn1
    -22	-40	-7	-41	-11	2	-13	-27	4	1	-44

# Screening data: PubChem, several laboratories
